# Bioassay records as filed in PubChem.
# A549 viability: Nrf2 qHTS screen for inhibitors: counterscreen for cytotoxicity; 0.16% of 390,000 active; A549 ARE-Fluc cells, CellTiter-Fluor viability, 18-24 h; AID 504648, 2011; Potency, µM (doses to about 46 µM), without a hit: at the top dose activity change, negative = cytotoxicity, actives largely listed as inhibitors; also: % is scaled to controls: 0 for no effect and ±100 for the full control effect
#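 A549 ARE_Fluc cells in 5% FBS OPTI-MEM were exposed to compounds in concentration-response for 18-24 h at 37 deg C. Viability was read by CellTiter-Fluor fluorescence (Ex 405/Em 525) after 30 min, before the luciferase read.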
# Nrf2 ARE act: qHTS of Nrf2 Activators | AREc32 ARE-luciferase reporter (MCF7-derived line), luminescence, 24 h | Potency, µM (titrated, usually from 46.1 µM), without a hit: at the top dose activation, actives largely listed as activators | 0.31% of 410,000 active; also: % of control where 0% means no effect; nearly all actives have a fitted effect of over 65% in size
#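 Quantitative high-throughput format: AREc32 reporter cells, 1000 per well, received compound by pin transfer and were incubated 24 hr at 37 deg C, 5% CO2, before Steady-Glo luminescence detection.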
# EPAC2 antag: qHTS for Antagonist of cAMP-regulated guanine nucleotide exchange factor 2 (EPAC2): primary screen | EPAC2 GEF exchange of Rap1B-BODIPY-GDP, fluorescence | AID 720708, 2013 | Potency, µM (titrated, usually from 114 µM), for inactives: at the highest dose activity, negative = inhibition, hits mostly inhibitors | 0.18% of 360,000 active; also: % is scaled to controls: 0 for no effect and ±100 for the full control effect; nearly all actives have a fitted effect of over 45% in size; many of its hits are not listed in these tables
# Target sequence (Q8WZA2 whole entry, looked up): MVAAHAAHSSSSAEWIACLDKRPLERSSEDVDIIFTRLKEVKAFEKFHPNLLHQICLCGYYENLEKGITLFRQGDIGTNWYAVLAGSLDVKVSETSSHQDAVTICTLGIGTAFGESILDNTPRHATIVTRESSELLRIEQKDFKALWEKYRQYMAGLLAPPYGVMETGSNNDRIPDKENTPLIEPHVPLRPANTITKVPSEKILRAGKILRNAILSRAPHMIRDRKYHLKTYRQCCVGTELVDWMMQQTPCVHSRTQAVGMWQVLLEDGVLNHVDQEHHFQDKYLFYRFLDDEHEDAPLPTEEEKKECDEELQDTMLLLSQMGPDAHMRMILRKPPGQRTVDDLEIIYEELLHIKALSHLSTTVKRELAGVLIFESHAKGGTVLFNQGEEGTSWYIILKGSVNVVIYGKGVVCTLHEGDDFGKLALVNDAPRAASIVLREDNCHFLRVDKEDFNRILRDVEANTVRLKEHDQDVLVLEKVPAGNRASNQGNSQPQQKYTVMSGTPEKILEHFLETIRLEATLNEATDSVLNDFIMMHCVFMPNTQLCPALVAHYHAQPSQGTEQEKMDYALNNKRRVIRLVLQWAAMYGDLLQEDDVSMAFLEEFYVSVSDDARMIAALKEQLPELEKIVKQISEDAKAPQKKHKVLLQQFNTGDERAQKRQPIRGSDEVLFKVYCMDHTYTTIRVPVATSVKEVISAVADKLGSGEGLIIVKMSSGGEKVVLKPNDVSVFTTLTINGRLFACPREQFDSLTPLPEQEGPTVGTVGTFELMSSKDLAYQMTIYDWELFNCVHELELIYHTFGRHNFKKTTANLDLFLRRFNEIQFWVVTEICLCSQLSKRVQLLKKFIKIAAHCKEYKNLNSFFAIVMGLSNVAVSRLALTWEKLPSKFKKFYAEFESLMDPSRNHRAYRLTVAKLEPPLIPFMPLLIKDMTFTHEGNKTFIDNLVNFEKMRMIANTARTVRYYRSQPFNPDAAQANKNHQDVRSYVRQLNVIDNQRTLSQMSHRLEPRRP
# HepG2 viability: qHTS for Inhibitors of TGF-b: Cytotox Counterscreen. HepG2 CAGA-GFP viability, ATP luminescence, 18 h. 0.76% of 410,000 active. Potency, µM (titrated, usually from 46.1 µM), inactives show at the top dose activity change, negative = cytotoxicity, hits mostly cytotoxic; also: some results filed as inactive show a strong effect at the top dose
#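 HepG2 CAGA-GFP cells (1000/well, DMEM with 1% FBS) received compound, then TGF-beta at 500 pg/mL final, and were incubated 18 hours at 37 degrees C. Viability was read by CellTiter-Glo luminescence. Media-only wells were set as complete cell-killing and DMSO as no toxicity.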
# TGFb SMAD3 inh: qHTS for Inhibitors of TGF-b; Potency, µM (doses to about 46.1 µM), inactives show top-dose activity, negative = inhibition, actives largely listed as inhibitors; 1.2% of 410,000 active; AID 588855, 2011; HepG2 CAGA-GFP TGF-b/SMAD3 reporter, GFP fluorescence, 18 h; TGF-beta stimulated, 500 pg/mL final; also: % is scaled to controls: 0 for no effect and ±100 for the full control effect; nearly all actives have a fitted effect of over 65% in size
#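 HEPG2 CAGA-GFP cells (1000/well, DMEM with 1% FBS) were pre-incubated 2 h at 37 degrees C, given compound by pin tool, then stimulated with TGF-beta at 500 pg/mL final for 18 h before per-cell GFP fluorescence imaging.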
# ATXN viability: Viability Counterscreen for Primary qHTS for Inhibitors of ATXN expression; S2 cells (HEK-293 line with an ATXN2-luciferase reporter) viability, CellTiter-Fluor protease fluorescence, 24 h; Potency, µM (highest dose often 56.7 µM), hits mostly cytotoxic; 0.49% of 400,000 active; AID 651635, 2014; also: nearly all actives have a fitted effect of over 40% in size
# MCF10A rerep: A quantitative high throughput screen for small molecules that induce DNA re-replication in MCF 10a normal breast cells | MCF 10A DNA re-replication, Hoechst nuclear intensity, 48 h | Potency, µM (series often up to 46.1 µM), inactives show top-dose activity, positive = re-replication, most hits filed as activators | 2.9% of 350,000 active; also: % of control where 0% means no effect; nearly all actives have a fitted effect of over 50% in size
# ATXN2 expr inh: Primary qHTS for Inhibitors of ATXN expression; Potency, µM (doses to about 57 µM), for the others: at the top dose activity change, negative = inhibition, most hits filed as inhibitors; HEK-293 ATXN2-luciferase reporter, luminescence, 24 h; 0.72% of 360,000 active; also: % is scaled to controls: 0 for no effect and ±100 for the full control effect; nearly all actives have a fitted effect of over 55% in size
#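 qHTS (up to 57 uM final) was run with 24 h compound exposure of reporter cells at 37 °C. Each well was multiplexed: SteadyGlo luminescence measured ATXN2-luciferase expression after a fluorogenic Gly-Phe-AFC viability readout (25 uM final).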
# Nrf2 inh: Nrf2 qHTS screen for inhibitors | 2.1% of 360,000 active | Potency, µM (series often up to 46 µM), for the others: at the highest dose activity change, negative = inhibition, most hits filed as inhibitors | A549 ARE-Fluc reporter, luciferase luminescence, 18-24 h | AID 504444, 2011; also: % is scaled to controls: 0 for no effect and ±100 for the full control effect; nearly all actives have a fitted effect of over 60% in size
#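 Cells were seeded and rested 2 h, then exposed to compounds for 18-24 h. CellTiter-Fluor was read first as a viability measure. BugLite was added 15 min before the final luminescent read of ARE-luciferase activity in A549 cells.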
# The depositor's hits bear a star; i = inactive; ? = inconclusive; nt = not tested or not shown; & = joins results of further samples; [ ] = dose if it differs, or a comment. Calls follow the shape of the dose curve; as a rule, active = well fitted curve in the direction sought with a large enough effect; inconclusive = small, poorly fitted or top-dose-only effect, or another doubt; inactive = no such curve, though single readings can be large; an effect the other way counts as inactive or inconclusive. Potency is read from the fitted curve at half-maximal effect. Only part of the results is shown; rates above refer to the full screens.
entry	SMILES	A549 viability	Nrf2 ARE act	EPAC2 antag	HepG2 viability	TGFb SMAD3 inh
1	CC(OC(=O)CSc1ccccc1)C(=O)NC1CCCCC1C (configuration not stated)	-7%	-0.6%	6%	5%	0%
2	CC(C)C(=O)NCc1cc(-c2ccccc2)no1	10%	3.0%	1%	-6%	-8%
3	C=CCN(CC=C)Cc1cc(=O)oc2ccc3ccccc3c12	nt	6.1%	?	-17%	?
4	CCC(c1nnc(SCC(=O)NC2CCCCC2)n1Cc1ccccc1)N(C)C (configuration not stated)	1%	0.1%	4%	-6%	9%
5	COCCNC(=O)C(c1ccc(C)cc1)N(C(=O)CCC(=O)Nc1ccccn1)C1CCCCC1 (configuration not stated)	-1%	-0.1%	9%	11%	12%
6	COc1ccc(S(=O)(=O)N2CCCCCC2)cc1C(=O)NCc1ccc(C)cc1	12%	0.2%	-16%	-14%	-10%
7	CCC1(c2ccccc2)NC(=O)N(CC(=O)NCc2ccncc2)C1=O (configuration not stated)	1%	-0.6%	-8%	-4%	8%
8	COc1ccc(/C=C2\N=C(c3ccccc3)N(c3ccc(C(=O)O)cc3)C2=O)cc1OC	-1%	3.4%	-10%	-26%	9%
9	CN(CC(=O)NC1CCCCCC1)S(=O)(=O)c1ccccc1	11%	0.2%	7%	-17%	2%
10	COCCCN1C(=O)C(=O)/C(=C(/O)c2ccc(OC(C)C)cc2)C1c1ccc(O)c(OC)c1 (configuration not stated)	-10%	0.0%	-4%	-7%	27%
11	CN(C)c1ccc(/C=C/C=C2/SC(=S)N(c3ccccc3)C2=O)cc1	?	0.9%	-20%	-16%	-2%
12	Cc1cccc(NC(=O)CN2C(=O)NC(C)(c3ccc4ccccc4c3)C2=O)n1 (configuration not stated)	?	2.0%	0%	-34%	-10%

entry	ATXN viability	MCF10A rerep	ATXN2 expr inh	Nrf2 inh
1	i	0%	2%	21%
2	i	1%	2%[11.3 µM]	-3%
3	?	nt	-19%	nt
4	i	-2%	16%	1%
5	?	1%	-15%	-2%
6	i	0%	nt	-29%
7	i	-5%	1%	0%
8	i	?	8%	-12%
9	i	-1%	13%	?
10	i	1%	0%	12%
11	16µM*	4%	2%	10%
12	i	5%	-6%	-21%

# Pulled by compound from the list above, 2 records:
entry	SMILES	A549 viability	Nrf2 ARE act	EPAC2 antag	HepG2 viability	TGFb SMAD3 inh
8	COc1ccc(/C=C2\N=C(c3ccccc3)N(c3ccc(C(=O)O)cc3)C2=O)cc1OC	-1%	3.4%	-10%	-26%	9%
6	COc1ccc(S(=O)(=O)N2CCCCCC2)cc1C(=O)NCc1ccc(C)cc1	12%	0.2%	-16%	-14%	-10%

entry	ATXN viability	MCF10A rerep	ATXN2 expr inh	Nrf2 inh
8	i	?	8%	-12%
6	i	0%	nt	-29%

# Going on with the list:
entry	SMILES	A549 viability	Nrf2 ARE act	EPAC2 antag	HepG2 viability	TGFb SMAD3 inh
13	CCOC(=O)c1c(C)[nH]c(C(=O)OC(C)C(=O)Nc2ccccc2OC)c1C (configuration not stated)	-5%	3.6%	12%	-10%	?
14	O=C1CC(c2ccccc2)n2nc(N3C(=O)c4ccccc4C3=O)nc2N1 (configuration not stated)	2%	-0.7%	0%	-20%	4%
15	C=C(C)COc1ccc(-c2nc(N)nc(C)c2-c2ccc(OC)cc2)c(O)c1	15%	3.7%	-10%	-6%	-14%
16	CC(CNCC1CCCO1)COc1cccc2ccccc12 (configuration not stated)	-7%	3.5%	12%	3%	11%
17	Cc1ccc(CNC(=O)CCNS(=O)(=O)c2ccc3c(c2)CCCC(=O)N3)cc1	2%	0.0%	nt	-9%	1%
18	O=C(Nc1ccc(N2CCOCC2)c(Cl)c1)c1ccc(Br)o1	-5%	2.7%	-8%	5%	-1%
19	O=C(Nc1ccc(Oc2ccccc2)cc1)C1CC1	-17%	0.3%	-3%	0%	3%
20	C#CCOCCOCCOCCNc1nc(N2CCOCC2)nc(N2CCN(C(=O)[C@H](CO)n3cc([C@@H](N)C(C)C)nn3)CC2)n1	-2%	-1.5%	9%	-4%	-2%
21	COc1ccc(-n2c(N)c(C(=O)NCc3ccco3)c3nc4ccccc4nc32)c(OC)c1	0%	21%	0%	12%	?
22	CC1(C)O[C@@H]2C[C@H]3[C@@H]4C[C@H](F)C5=CC(=O)CC[C@]5(C)[C@H]4[C@@H](O)C[C@]3(C)[C@]2(C(=O)CO)O1	-1%	0.4%	6%	-5%	24%
23	CC(=O)c1cccc(NC(=O)COc2ccccc2C(=O)c2cc(C#N)c(=O)n(C3CCCCC3)c2)c1	0%	0.0%	-5%	1%	0%
24	O=C(CO)N/N=C/c1ccc(Cl)cc1	-3%	-0.9%	1%	-1%	0%

entry	ATXN viability	MCF10A rerep	ATXN2 expr inh	Nrf2 inh
13	i	15%	-12%	15µM*
14	i	-4%	-3%	nt
15	i	?	-6%	9%
16	i	6%	-6%	11%
17	i	nt	-6%	?
18	i	6%	48%[activator]	9%
19	i	-2%	-3%	-20%
20	i	0%	5%	8%
21	i	7.1µM*	-25%	?
22	i	?	-3%&-1%	nt
23	i	-2%	6%	10%
24	i	-6%	-10%	5%

# (continued)
entry	SMILES	A549 viability	Nrf2 ARE act	EPAC2 antag	HepG2 viability	TGFb SMAD3 inh
25	CCOC(=O)c1nnn(-c2nonc2N)c1CN(C)Cc1ccccc1	9%	0.1%	22%	14%	16%
26	COc1ccccc1C(CNC(=O)C1CC(=O)N(Cc2ccccc2)C1)N1CCCC1 (configuration not stated)	15%	-0.7%	8%	-9%	-9%
27	CCc1ccc(N2C(=O)Nc3ccccc3C2(O)C(=O)N2CCN(c3ccccn3)CC2)cc1 (configuration not stated)	0%	2.8%	-1%	4%	10%
28	COc1ccc2c(c1)C=C(CN1CCN(C3CCCC3)C(CCO)C1)CO2 (configuration not stated)	0%	0.1%	-3%	1%	28%
29	COc1cccc(OCC(=O)Nc2cc(Cl)ccc2Oc2ccccc2)c1	12%	-0.4%	-23%	-13%	-1%
30	CC(C)Cn1c(-c2ccc(Br)cc2)c[nH]c1=S	0%	4.6%	-11%	-30%	?
31	CC(C)CC(=O)Nc1cccc(NC(=O)CC(C)C)n1	2%	0.3%	7%	7%	-15%
32	CC1=CC(C)C2(COC(c3ccc[n+](C)c3)OC2)C(C)C1 (configuration not stated)	0%	0.6%	-14%	-1%	-1%
33	COc1ccc(C2NC(=O)C(C#N)=C(S)N2c2cccc(C)c2)cc1OC (configuration not stated)	-3%	0.5%	5%	1%	-9%
34	COc1ccc(CCN2C(=O)NC(NC(C)=O)(C(F)(F)F)C2=O)cc1OC (configuration not stated)	0%	-0.4%	12%	13%	21%
35	Cc1c(C(=O)NNC(=S)NCc2ccc(Cl)cc2)oc2ccccc12	1%	-0.2%	5%	-37%	?
36	CC(=O)c1ccc(S(=O)(=O)NCCCC(=O)NCCc2ccccn2)cc1	nt	-0.3%	0%	-21%	-1%

entry	ATXN viability	MCF10A rerep	ATXN2 expr inh	Nrf2 inh
25	i	-17%	-7%	nt
26	i	-4%	nt	5%
27	i	-1%	23%	?
28	i	?	-3%	4%
29	?	?	28µM*	-16%
30	i	12%	-30%	-19%
31	i	13%	-3%	8%
32	?	?	nt	0%
33	i	-9%[9.22 µM]	-24%	15%
34	i	3%	1%	15%
35	i	-2%	-6%	-11%
36	i	5%	-9%	6%

# Further compounds follow.
entry	SMILES	A549 viability	Nrf2 ARE act	EPAC2 antag	HepG2 viability	TGFb SMAD3 inh
37	COc1cc(C=NCc2ccccc2)ccc1O	nt	0.3%	2%	-1%	-4%
38	CN(Cc1ccccc1)c1ncnc2c1nnn2C	5%	0.2%	nt	9%	33%[activator]
39	COCCNC(=O)C1(C)CCCN(Cc2ccc(OC)cc2)C1 (configuration not stated)	nt	-0.4%	9%	7%	10%
40	COc1ccc(C2C(C)C(=O)C(C)C(c3ccc(OC)cc3)N2N=O)cc1 (configuration not stated)	9%	-0.5%	-2%	1%	-6%
41	COc1ccc2nc(C)cc(SCC(NC(C)=O)C(=O)OC(C)C)c2c1 (configuration not stated)	0%	2.9%	6%	-11%	-21%
42	COc1ccc(NC(=O)c2ccc3c(c2)CCN3S(C)(=O)=O)cc1	nt	1.7%	-2%	-12%	-5%
43	CCCN1CCN(C(=O)Cn2c(-c3cccs3)cc3ccccc32)CC1	-4%	7.9%	nt	-1%	-2%
44	COc1ccc(S(=O)(=O)N2CCC(c3ccncc3)CC2)cc1OC	4%	-1.2%	nt	-15%	?
45	Cc1cccc(S(=O)(=O)c2c(C)cc(C)nc2Cl)c1	2%	-0.4%	18%	-4%	-18%
46	CSCCC(NC(=O)c1ccco1)C(=O)NCC1CCCO1 (configuration not stated)	15%	-0.6%	2%	-13%	3%
47	CC(C)CNC(=S)NC(=O)c1ccc(F)cc1	10%	0.7%[9.22 µM]	-4%	-31%	0%

entry	ATXN viability	MCF10A rerep	ATXN2 expr inh	Nrf2 inh
37	i	nt	nt	nt
38	nt	nt	nt	nt
39	i	nt	9%	nt
40	i	1%	-23%	-12%
41	i	11%	16%	11%
42	i	nt	nt	nt
43	i	nt	2%	17%
44	i	nt	-17%	nt
45	i	-50%[inhibitor]	-22%	22%
46	i	0%	nt	-9%
47	i	19%	56%[activator]	20%

# Entries from the list above that contain a cyano group (2):
entry	SMILES	A549 viability	Nrf2 ARE act	EPAC2 antag	HepG2 viability	TGFb SMAD3 inh
23	CC(=O)c1cccc(NC(=O)COc2ccccc2C(=O)c2cc(C#N)c(=O)n(C3CCCCC3)c2)c1	0%	0.0%	-5%	1%	0%
33	COc1ccc(C2NC(=O)C(C#N)=C(S)N2c2cccc(C)c2)cc1OC (configuration not stated)	-3%	0.5%	5%	1%	-9%

entry	ATXN viability	MCF10A rerep	ATXN2 expr inh	Nrf2 inh
23	i	-2%	6%	10%
33	i	-9%[9.22 µM]	-24%	15%

# Only ATXN2 expr inh, A549 viability and MCF10A rerep (two entries from above):
no.	SMILES	ATXN2 expr inh	A549 viability	MCF10A rerep
45	Cc1cccc(S(=O)(=O)c2c(C)cc(C)nc2Cl)c1	-22%	2%	-50%[inhibitor]
39	COCCNC(=O)C1(C)CCCN(Cc2ccc(OC)cc2)C1 (configuration not stated)	9%	nt	nt
